Screening data deposited in PubChem BioAssay by National Center for Advancing Translational Sciences (NCATS).
Caspase-7 inhib: caspase-7 (human) inhibition, allosteric or competitive; Potency, µM (series often up to 57.5 µM), for inactives: at the top dose activity change, negative = inhibition, hits mostly inhibitors; recombinant caspase-7, Ac-DEVD-AFC fluorescence rate; P55210; AID 889; actives 0.02% (n = 75,000); active = well fitted inhibition curve with a large enough effect in the main read-out, with a control signal flat, not every such curve was filed as active; inconclusive = small, poorly fitted or top-dose-only effect, or a change in a side signal; also: potency is read from the fitted curve at half-maximal effect; % of control where 0% means no effect
Target sequence (P55210 24-198 limits assumed): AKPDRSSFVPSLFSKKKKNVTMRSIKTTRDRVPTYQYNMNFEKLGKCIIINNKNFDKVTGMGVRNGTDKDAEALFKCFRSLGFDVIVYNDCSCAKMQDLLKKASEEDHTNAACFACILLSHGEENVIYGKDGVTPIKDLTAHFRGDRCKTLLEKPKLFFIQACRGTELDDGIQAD
Target sequence (P55210 207-303 limits assumed): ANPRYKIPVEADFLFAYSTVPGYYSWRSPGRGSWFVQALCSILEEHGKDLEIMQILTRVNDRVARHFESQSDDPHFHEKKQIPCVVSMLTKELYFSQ
FLuc inh: blocks Photinus pyralis firefly luciferase activity. P08659. purified firefly luciferase, luminescence, 8 min. Potency, µM (highest dose often 57.1 µM), for inactives: at the top dose activity change, negative = inhibition, actives largely listed as inhibitors. actives 2.2% (n = 72,000). AID 411; also: potency is read from the fitted curve at half-maximal effect; % is scaled to controls: 0 for no effect and ±100 for the full control effect; nearly all actives have a fitted effect of over 40% in size
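Here, luciferase activity is measured as luminescence following an 8 min room-temperature reaction at 10 uM ATP, pH 7.2. Every library sample is titrated.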
Casp1 inh: caspase-1 (human) inhibition, allosteric or competitive; actives 0.03% (n = 75,000); Caspase-1 enzyme, Ac-WEHD-AFC fluorogenic rate; Potency, µM (highest dose often 57.5 µM), inactives show at the highest dose activity change, negative = inhibition, most hits filed as inhibitors; P29466;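 also: potency is read from the fitted curve at half-maximal effect; plate controls were vehicle for no effect and no substrate for full effect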
Target sequence (P29466 120-297 limits assumed): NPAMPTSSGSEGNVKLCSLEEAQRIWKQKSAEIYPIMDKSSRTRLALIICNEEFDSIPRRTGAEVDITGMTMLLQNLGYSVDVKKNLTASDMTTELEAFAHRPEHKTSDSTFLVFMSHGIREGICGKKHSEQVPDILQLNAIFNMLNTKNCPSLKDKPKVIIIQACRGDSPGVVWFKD
Target sequence (P29466 317-404 limits assumed): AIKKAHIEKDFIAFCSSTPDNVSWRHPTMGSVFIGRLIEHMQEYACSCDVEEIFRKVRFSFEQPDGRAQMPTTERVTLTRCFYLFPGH
USP2a inh: USP2a (human) protease inhibition; O75604; USP2a enzymatic assay, qHTS inhibition; Potency, µM (titrated, usually from 38.3 µM), for inactives: at the top dose activity change, negative = inhibition, usual class: inhibitors; actives 0.1% (n = 60,000);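 also: potency is read from the fitted curve at half-maximal effect; nearly all actives have a fitted effect of over 60% in size; plate controls were DMSO for no effect and NEM full inhibition control for full effect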
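USP2 core (20 nM final) was preincubated with compound for 30 min at RT in 20 mM Tris-HCl pH 8.0, 2 mM CaCl2, 2 mM beta-mercaptoethanol; Ub-PLA2 (20 nM) plus NBD C6-HPC (20 uM) then added, fluorescence read after 2.5 h.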
TexasRed autofl: compounds fluorescent in Texas Red spectral region | max dye-equivalent concentration, M | Compound fluorescence, Texas Red channel, 547/618 nm; hits give high values | actives 0.06% (n = 59,000) | AID 587; in the data active = max dye-equivalent concentration above about 10 nM; inconclusive = between about 1.1 nM and that limit
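Texas Red-region profiling: compounds in 100 mM Tris pH 8.0 were read at 547/618 nm after 15 min at room temperature. Intensities were normalized against a six-point Texas Red standard series to give dye-equivalent concentration.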
Rhodamine fluor: rhodamine region autofluorescence. Rhodamine-region fluorescence, 547/598 nm, Tris buffer; hits give high values. max dye-equivalent concentration, M. actives 0.05% (n = 59,000). AID 594; in the data active = max dye-equivalent concentration above about 11 nM; inconclusive = between about 1.1 nM and that limit
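Intensities are converted to rhodamine-equivalent concentration using a six-point rhodamine standard on each plate. Compounds sit 15 min at room temperature in 100 mM Tris buffer, pH 8.0; read uses the 547/598 nm excitation/emission pair.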
Tau filament bind: tau filament binding; P10636; recombinant tau filaments, thioflavin S fluorescence, 15 h; filaments grown with octadecylsulfate alongside compound; Potency, µM (highest dose often 57.1 µM), without a hit: at the highest dose activity change, negative = inhibition; actives 2% (n = 71,000); AID 596;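 also: potency is read from the fitted curve at half-maximal effect; % is scaled to controls: 0 for no effect and ±100 for the full control effect; actives lower thioflavin S fluorescence by blocking filaments or displacing dye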
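Recombinant tau protein (human, 1 uM final) plus 30 uM ODS in HEPES pH 7.4 with NaCl, DTT and thioflavine S. Compound present from the start; fluorescence at 510 nm after 15 h, 37 C.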
ERK AVP block: blocks ERK signaling stimulated by vasopressin; HEK293-V1b, vasopressin-stimulated pERK AlphaScreen; Potency, µM (doses to about 57.5 µM), without a hit: at the top dose activity, negative = inhibition, hits mostly inhibitors; actives 0.99% (n = 72,000); also: potency is read from the fitted curve at half-maximal effect; % is scaled to controls: 0 for no effect and ±100 for the full control effect; nearly all actives have a fitted effect of over 55% in size
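HEK293 cells stably expressing V1b receptor, preincubated 30 min at 37 °C with compound, then stimulated 5 min with 25 nM vasopressin. Phospho-ERK by AlphaScreen SureFire after 5 h RT; normalized to DMSO and vasopressin; AC50 by Hill fit.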
Fluorescein fluor: compound autofluorescence in fluorescein spectral region | Compound autofluorescence, 480/540 nm, fluorescein-equivalent; hits give high values | max fluorescein-equivalent concentration, M | actives 0.91% (n = 59,000) | AID 593; in the data active = max fluorescein-equivalent concentration above about 10 nM; inconclusive = between about 1.1 nM and that limit
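In this qHTS profile, compound fluorescence was measured with a 480 nm/540 nm filter pair following a 15-min room-temperature incubation in 100 mM Tris (pH 8.0). A six-point fluorescein series on each plate served for normalization.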
HEK293 cAMP cs: counter-screen for TSHR agonists: cAMP increase in parental HEK293 | parental HEK293 CNG cAMP sensor, membrane potential fluorescence | Potency, µM (titrated, usually from 57.1 µM), for inactives: top-dose activation, usual class: activators | actives 2.5% (n = 73,000); also: potency is read from the fitted curve at half-maximal effect; % of control where 0% means no effect; nearly all actives have a fitted effect of over 55% in size
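Parental HEK 293 cells stably expressing a cAMP-gated CNG channel were loaded with membrane potential dye containing 100 uM RO 20-1724 for 60 min. Compound added for 30 min; depolarization read as fluorescence intensity at 590 nm.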
HADH2 inhib: HADH2 (human) dehydrogenase inhibition; recombinant HADH2, NADH fluorescence, beta-hydroxybutyryl-CoA; Potency, µM (doses to about 57.1 µM), for the others: at the highest dose activity change, negative = inhibition, actives largely listed as inhibitors; actives 3.4% (n = 73,000); AID 886; also: potency is read from the fitted curve at half-maximal effect; % is scaled to controls: 0 for no effect and ±100 for the full control effect; nearly all actives have a fitted effect of over 60% in size; many of its hits are not listed in these tables
Target sequence (Q99714 whole entry, looked up, one chain of several): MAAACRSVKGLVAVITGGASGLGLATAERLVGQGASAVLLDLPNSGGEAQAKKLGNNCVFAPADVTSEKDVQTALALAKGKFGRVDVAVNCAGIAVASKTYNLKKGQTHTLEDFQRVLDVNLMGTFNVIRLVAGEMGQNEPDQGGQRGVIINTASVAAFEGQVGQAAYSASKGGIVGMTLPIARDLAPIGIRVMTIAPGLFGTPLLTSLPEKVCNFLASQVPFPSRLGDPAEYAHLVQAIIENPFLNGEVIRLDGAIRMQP
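E. coli-expressed His-tagged HADH2 tested at 20 nM in alkaline Tris buffer (pH 9.0); oxidation of 90 uM beta-hydroxybutyryl-CoA with 1 mM NAD+ tracked fluorimetrically for 4 min.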
An asterisk follows results filed as active; i = inactive; ? = inconclusive; nt = no result given; [ ] = remark or other dose. Unless noted, calls follow the shape of the dose curve; as a rule, active = well fitted curve in the direction sought with a large enough effect; inconclusive = small, poorly fitted or top-dose-only effect, or another doubt; inactive = no such curve, though single readings can be large; an effect the other way counts as inactive or inconclusive.

SMILES	Caspase-7 inhib	FLuc inh	Casp1 inh	USP2a inh	TexasRed autofl	Rhodamine fluor	Tau filament bind	ERK AVP block	Fluorescein fluor	HEK293 cAMP cs	HADH2 inhib
COc1cc2c(C(=O)N3CCCc4ccccc43)cn(C)c(=O)c2cc1OC	0%	1%	2%	-6%	i	i	15%	-21%	i	11%	-1%
CCOC(=O)c1c(NC(=O)CCC(=O)NCc2ccco2)sc2c1CCCC2	-2%	3%	-4%	-15%	i	i	24%	15%	i	13%	2%
COc1ccc(S(=O)(=O)N(CC(=O)NCc2ccco2)C2CCCCC2)cc1OC	0%	-8%	-2%	3%	i	i	2%	?	i	8%	-2%
OCCN1CCN(c2ncnc3c2sc2nc(N4CCOCC4)c4c(c23)CCC4)CC1	-6%	1%	-4%	9%	?	i	-12%	-3%	i	-9%	13%
CC(C(=O)N1CCc2ccccc21)N1CCc2ccccc2C1 (configuration not stated)	-1%	2%	-3%	7%	i	i	11%	-10%	i	?	4%
CCCC=O	0%	nt	0%	nt	nt	nt	-11%	21%	nt	-5%	0%
CN(C(=O)C1CCOC1)c1nnc(-c2ccncc2)s1 (configuration not stated)	1%	0%	3%	4%	i	i	-3%	-10%	?	3%	305%[activator]
N#Cc1cn(CC(=O)NCC2CCCO2)c2ccccc12 (configuration not stated)	2%	-3%	0%	2%[7.66 µM]	nt	nt	10%[11.4 µM]	-16%	nt	2%[11.4 µM]	-1%[11.4 µM]
Cc1cc2cc(CNC(=O)c3cc4ccccc4o3)ccc2n1C	-5%	-5%	-5%	16%	?	?	16µM*	12%	?	4%	-23%
Cc1ccc(C(=O)CCNc2ccccc2)o1	0%	-2%	1%	7%	i	i	-9%	-8%	i	0%	-11%
N#C/C(C(=O)c1ccccc1)=C1/CCCCCN1	0%	-30%	-2%	-4%	i	i	-6%	7%	i	7%	-7%
CCOC(=O)Cc1nnn(CC(=O)OCC)n1	-1%	0%	0%	-2%	nt	nt	-1%	-18%	nt	4%	-1%
C/C=C/C=C/C(=O)O	-1%	nt	-4%	nt	nt	nt	-9%	13%	nt	9%	-5%
CCCCOCCCNC(=O)C1CCCCC1	0%	1%	-1%	2%[7.66 µM]	nt	nt	4%[11.4 µM]	-8%	nt	26%[11.4 µM]	0%[11.4 µM]
CC(=O)Oc1ccc(NC(=O)C2CCCCC2)c(C(=O)O)c1	-1%	-2%	0%	-5%	?	i	-5%	-16%	i	-4%	-14%
Cc1cc(=O)n2nc(N3CCCC(C(=O)NCCC4=CCCCC4)C3)sc2n1 (configuration not stated)	1%	3%	1%	9%	i	i	6%	13%	i	7%	3%
Cn1ncc(C#N)c1/N=C/N(Cc1ccccc1)Cc1ccccc1	-3%	3%	-3%	-7%	i	i	8%	?	i	16µM*	-6%
Cc1c(C(=O)O)oc2c1ccc1ccccc12	-1%	1%	0%	-2%	i	i	42%	-8%	?	12%	-6%
O=C(Nc1nnc(C2CC2)s1)c1cccc(S(=O)(=O)N2CCc3ccccc32)c1	1%	1%	-1%	30%	?	i	27%	23%	?	6%	7%
Brc1ccc(CSc2nnc(-c3ccccn3)n2Cc2ccco2)cc1	0%	3%	-1%	0%	i	i	2%	3%	i	4%	11%
CC(=O)C1=C(C)NC(=O)NC1c1ccccc1 (configuration not stated)	0%	5%	-1%	?	i	i	3%	16%	?	2%	-11%
O=C(NCc1csc(-c2ccccc2)n1)c1ccco1	8%	-44%	-2%	0%	i	i	-10%	6%	i	9%	-5%
Cc1noc(C)c1CSc1nnc(-c2ccncc2)n1-c1cccc(Cl)c1C	-2%	2%	0%	13%	?	i	-13%	-6%	?	22%	8%
CN(C)C(=O)[C@@H]1C[C@H]1[C@@H](NC(=O)OCc1ccccc1)c1ccccc1	-1%	nt	2%	nt	nt	nt	-5%	-15%	nt	13%	7%
CN(C)S(=O)(=O)Nc1ccccc1C(N)=O	-1%	1%	0%	0%	?	i	2%	-14%	i	-2%	?
Cc1ccc(Nc2nc(N)nc(CSc3nnnn3-c3ccccc3)n2)cc1	0%	1%	-1%	-4%	i	i	133%	-29%	i	22%	14%
O=C(O)[C@H]1O[C@H]1C(=O)O	1%[11.5 µM]	3%[11.4 µM]	-1%[11.5 µM]	nt	i	i	7%[11.4 µM]	8%[11.5 µM]	i	18%[11.4 µM]	-9%[11.4 µM]
Cn1c(=O)c2c(nc(Sc3n[nH]c(N)n3)n2Cc2ccccc2Cl)n(C)c1=O	-2%	-1%	2%	3%	i	i	14%	-8%	i	-2%	2%
CC(C)(C)NC(=O)CC(CC(=O)O)c1ccccc1 (configuration not stated)	2%	1%	3%	nt	nt	nt	5%	nt	nt	-5%	1%
C=CCSC1=C(C#N)C(c2ccccc2Cl)CC(=O)N1 (configuration not stated)	-2%	1%	1%	-9%	nt	nt	-15%	-14%	nt	1%	-25%

Printed as active in Tau filament bind, of those listed so far:
structure,Caspase-7 inhib,FLuc inh,Casp1 inh,USP2a inh,Rhodamine fluor,Tau filament bind,HADH2 inhib
Cc1cc2cc(CNC(=O)c3cc4ccccc4o3)ccc2n1C,-5%,-5%,-5%,16%,?,16µM*,-23%

One compound at a time (already shown):
Listed for C=CCSC1=C(C#N)C(c2ccccc2Cl)CC(=O)N1 (configuration not stated) = Caspase-7 inhib = -2%; FLuc inh = 1%; Casp1 inh = 1%; USP2a inh = -9%; TexasRed autofl = nt; Rhodamine fluor = nt; Tau filament bind = -15%; ERK AVP block = -14%; Fluorescein fluor = nt; HEK293 cAMP cs = 1%; HADH2 inhib = -25%
Listed for O=C(O)[C@H]1O[C@H]1C(=O)O = Caspase-7 inhib = 1%[11.5 µM]; FLuc inh = 3%[11.4 µM]; Casp1 inh = -1%[11.5 µM]; USP2a inh = nt; TexasRed autofl = i; Rhodamine fluor = i; Tau filament bind = 7%[11.4 µM]; ERK AVP block = 8%[11.5 µM]; Fluorescein fluor = i; HEK293 cAMP cs = 18%[11.4 µM]; HADH2 inhib = -9%[11.4 µM]
Listed for Cn1ncc(C#N)c1/N=C/N(Cc1ccccc1)Cc1ccccc1 = Caspase-7 inhib = -3%; FLuc inh = 3%; Casp1 inh = -3%; USP2a inh = -7%; TexasRed autofl = i; Rhodamine fluor = i; Tau filament bind = 8%; ERK AVP block = ?; Fluorescein fluor = i; HEK293 cAMP cs = 16µM*; HADH2 inhib = -6%

Continued:
SMILES	Caspase-7 inhib	FLuc inh	Casp1 inh	USP2a inh	TexasRed autofl	Rhodamine fluor	Tau filament bind	ERK AVP block	Fluorescein fluor	HEK293 cAMP cs	HADH2 inhib
O=C(CCN1CCN(CCC(=O)c2ccccc2)CC1)c1ccccc1	-1%	4%	-1%	-3%	i	i	9%	2%	i	4%	-15%
CCOC(=O)Cn1c(=O)oc2cc(S(=O)(=O)Nc3c(C)cc(C)cc3C)ccc21	-3%	1%	-3%	nt	nt	nt	-27%	nt	nt	1%	15%
Cc1nc2cc(-c3ccc(F)cc3)nn2c(N2CCOCC2)c1C	-1%	-4%	-1%	2%	?	i	9%	-24%	i	?	9%
COC(=O)c1c(C)nc(C)c2c(=O)oc3ccccc3c12	-2%	-6%	0%	-3%	nt	nt	69%	5%	nt	4%	-6%
CCCNC(=O)NC(=O)CSc1ncc(C(F)(F)F)cc1Cl	-2%	-1%	-2%	-4%	i	i	12%	-9%	i	7%	15%
Cc1cc(CNC(=O)Cc2c(F)cccc2Cl)nn1C	0%	-4%	0%	2%	i	i	3%	-17%	i	6%	3%
COC(=O)c1ccccc1OC(=O)c1ccc(Br)o1	0%	1%	-1%	2%	i	i	3%	0%	i	7%	-1%
CN(C)c1ccc(N=NS(=O)(=O)O)cc1	-2%	nt	-5%	nt	nt	nt	-19%	-13%	nt	10µM*	-19%

A portion of the library; count on the stated rates, not on these rows.
